Screens (PubChem)
Mtb BioA inh: BioA (M. tuberculosis) enzyme inhibition; purified M. tuberculosis BioA enzyme, plate reader; inhibition, % at 9.99 µM; 360,000 tested, 0.096% active; AID 602481; in the data active = inhibition above about 40%
* hit, by the source's call; & = joins results of further samples.

Molecule | Mtb BioA inh
COc1ccc(S(=O)(=O)Nc2ccc3c(c2)CC(=O)N([C@H](C)CO)C[C@H](C)[C@@H](CN(C)C(=O)Nc2c(C)noc2C)O3)cc1 | 0.1
C[C@@H]1CN([C@H](C)CO)S(=O)(=O)c2ccc(-c3ccccc3)cc2O[C@H]1CN(C)C(=O)C1CCCCC1 | -0.1
C[C@@H]1CN([C@@H](C)CO)S(=O)(=O)c2ccc(Br)cc2O[C@H]1CN(C)C(=O)C1CC1 | 0.9
C[C@H](CO)N1C[C@H](C)[C@H](CN(C)Cc2ccc(Oc3ccccc3)cc2)Oc2ccc(NC(=O)Cn3cnnn3)cc2CC1=O | 1.2
CCc1cnc(N2[C@H](C#N)[C@@H](c3ccc(-c4cccc(F)c4)cc3)[C@H]2CO)s1 | 2.3
C[C@H](CO)N1C[C@H](C)[C@@H](CN(C)Cc2ccc(-c3ccccc3)cc2)Oc2c(NC(=O)c3nc4ccccc4s3)cccc2C1=O | -1.2
C[C@@H]1CN([C@H](C)CO)S(=O)(=O)c2ccc(-c3ccccc3F)cc2O[C@H]1CN(C)Cc1cncnc1 | 0.6
O=C(O)C[C@H]1C=C[C@H](NC(=O)Nc2cc(F)ccc2F)[C@@H](CO)O1 | -1.3
CN1CCN(C(=O)C[C@H]2C[C@H]3c4cc(NC(=O)Nc5ccccc5)ccc4O[C@H]3[C@H](CO)O2)CC1 | -3.5
Cc1ccc(S(=O)(=O)Nc2ccc3c(c2)C(=O)N([C@H](C)CO)C[C@H](C)[C@H](CN(C)C)OCCCC[C@H](C)O3)cc1 | -2.5
CCCN(C)C[C@@H]1Oc2ncc(-c3ccccc3OC)cc2C(=O)N([C@@H](C)CO)C[C@@H]1C | 6.4
O=C(Cc1ccccc1)N1CCCCN2[C@@H](CO)[C@H](c3ccc(C#Cc4ccccc4)cc3)[C@@H]2C1 | 2.9
Cc1ccc(S(=O)(=O)N[C@H]2CC[C@H](CCn3cc(-c4ccccc4F)nn3)O[C@@H]2CO)cc1 | -1.7
C[C@@H]1CCCCO[C@H](CN(C)S(C)(=O)=O)[C@H](C)CN([C@@H](C)CO)C(=O)c2cc(NC(=O)Nc3cccc4ccccc34)ccc2O1 | -1.3
C[C@H]1CN([C@@H](C)CO)C(=O)c2cc(NC(=O)Cc3cn(C)c4ccccc34)ccc2O[C@H]1CN(C)Cc1ccncc1 | 0.1

A different layout for 3 compounds above:
> CN1CCN(C(=O)C[C@H]2C[C@H]3c4cc(NC(=O)Nc5ccccc5)ccc4O[C@H]3[C@H](CO)O2)CC1
  Mtb BioA inh: -3.5

> C[C@H](CO)N1C[C@H](C)[C@@H](CN(C)Cc2ccc(-c3ccccc3)cc2)Oc2c(NC(=O)c3nc4ccccc4s3)cccc2C1=O
  Mtb BioA inh: -1.2

> C[C@@H]1CN([C@H](C)CO)S(=O)(=O)c2ccc(-c3ccccc3F)cc2O[C@H]1CN(C)Cc1cncnc1
  Mtb BioA inh: 0.6

(listing goes on)
Molecule | Mtb BioA inh
C[C@H](CO)N1C[C@H](C)[C@@H](CN(C)CC2CCCCC2)Oc2ccc(NS(C)(=O)=O)cc2CC1=O | 1.0
C[C@H](CO)N1C[C@H](C)[C@H](CN(C)C(=O)Nc2ccc(F)cc2)Oc2ccc(NC(=O)Nc3ccc(F)cc3)cc2CC1=O | -0.3
COc1ccccc1NC(=O)N[C@H]1CC[C@@H](CCNC(=O)Cc2ccccn2)O[C@H]1CO | -2.7
CCCNC(=O)N1C[C@H](O)COC[C@H]2O[C@@H](CC(=O)N3CCOCC3)CC[C@@H]21 | -0.7
O=C(NCC[C@H]1CC[C@@H](NS(=O)(=O)c2cccc(F)c2)[C@H](CO)O1)C1CCCCC1 | 5.0
CC(C)NC(=O)Nc1ccc2c(c1)C(=O)N([C@H](C)CO)C[C@@H](C)[C@H](CN(C)C(=O)Nc1ccccc1)O2 | 1.6
CCC(=O)N(C)C[C@H]1Oc2ncc(C#Cc3ccccc3OC)cc2C(=O)N([C@H](C)CO)C[C@H]1C | -6.3
CC(C)NC(=O)N(C)C[C@@H]1Oc2cc(C3=CCCC3)ccc2S(=O)(=O)N([C@H](C)CO)C[C@H]1C | 0.7
COc1ccc(CN(C)C[C@H]2Oc3ccc(NC(=O)NC4CCCCC4)cc3C(=O)N([C@@H](C)CO)C[C@@H]2C)cc1 | -1.4
N#C[C@H]1[C@H](c2ccc(-c3cccc(F)c3)cc2)[C@H](CO)N1C(=O)c1cccnc1 | 7.7
C[C@]12CCCC(=O)N1CCc1c2[nH]c2ccccc12 | 0.2
C[C@@H]1CCCCO[C@H](CN(C)Cc2ccc3c(c2)OCO3)[C@@H](C)CN([C@H](C)CO)C(=O)c2cc(NC(=O)Cc3ccccc3)ccc2O1 | 5.2
C[C@H]1CN([C@@H](C)CO)C(=O)Cc2cc(NC(=O)CCN3CCOCC3)ccc2O[C@@H]1CN(C)Cc1ccc(Cl)c(Cl)c1 | 2.0
Cc1ccc(S(=O)(=O)N(C)C[C@@H]2Oc3ncccc3C(=O)N([C@H](C)CO)C[C@@H]2C)cc1 | 0.0
CC(C)NC(=O)Nc1cccc2c1O[C@@H](CN(C)C(=O)Nc1ccc(F)cc1)[C@H](C)CN([C@H](C)CO)C2=O | -0.9
C[C@H](CO)N1C[C@H](C)[C@H](CN(C)CC2CCCCC2)Oc2ccc(NC(=O)CCCCCC(=O)Nc3ccccc3N)cc2CC1=O | -3.1
O=C(N[C@H]1CC[C@H](CCn2cc(-c3ccccn3)nn2)O[C@@H]1CO)c1ccc(F)cc1 | 2.9
COc1ccc(CN(C)C[C@H]2Oc3c(NC(=O)c4cnccn4)cccc3C(=O)N([C@@H](C)CO)C[C@@H]2C)cc1 | 5.3
CN(C)C(=O)C[C@@H]1CC[C@@H]2[C@H](COC[C@H](O)CN2CC2CC2)O1 | -4.8
Cc1noc(C)c1NC(=O)Nc1cccc2c1O[C@H](CN(C)Cc1ccncc1)[C@@H](C)CN([C@H](C)CO)C2=O | -1.1
CN(C)CC(=O)Nc1ccc2c(c1)[C@@H]1C[C@@H](CC(=O)NCc3ccccc3)O[C@@H](CO)[C@@H]1O2 | 1.3
CCCNC(=O)N1C[C@H]2[C@@H](c3ccccc31)[C@@H](CO)N2C(=O)NCCC | -2.5
C[C@H](CO)N1C[C@H](C)[C@H](CN(C)C(=O)C2CCCCC2)OCCCC[C@H](C)Oc2ccc(NC(=O)Nc3ccccc3)cc2C1=O | -0.5
CO[C@@H]1CN(C)C(=O)c2ccc(NC(=O)Nc3ccccc3F)cc2OC[C@H](C)N(C(C)=O)C[C@@H]1C | -1.0
COc1ccc(NC(=O)Nc2ccc3c(c2)CC(=O)N([C@H](C)CO)C[C@@H](C)[C@@H](CN(C)S(=O)(=O)c2cn(C)cn2)O3)cc1 | 1.9
C[C@H]1CN([C@@H](C)CO)C(=O)CCCn2cc(nn2)CO[C@H]1CN(C)Cc1ccc2c(c1)OCCO2 | -0.7
CC=Cc1ccc2n(c1=O)C[C@@H]1[C@@H](CO)[C@H](C(=O)N3CCN(C)CC3)N(Cc3ccccc3F)[C@H]21 (mixture of isomers) | -1.5
CCC(=O)N[C@@H]1CC[C@H](CCn2cc(CN(C)C)nn2)O[C@@H]1CO | 0.0
N#C[C@@H]1[C@H](c2ccc(C3=CCCC3)cc2)[C@H](CO)N1C(=O)c1ccccn1 | -0.5
Cc1ccc(S(=O)(=O)N(C)C[C@@H]2Oc3ccc(NC(=O)Cc4ccccc4)cc3C(=O)N([C@@H](C)CO)C[C@H]2C)cc1 | -1.8
C[C@H]1CN([C@@H](C)CO)S(=O)(=O)c2ccc(-c3ccc(F)cc3)cc2O[C@H]1CN(C)C(=O)C1CC1 | 5.1
O=C(Cc1ccccc1)N1CCCCN2[C@H](C1)[C@@H](c1ccc(-c3ccccc3)cc1)[C@@H]2CO | 11
Cc1noc(C)c1NC(=O)N(C)C[C@H]1Oc2c(NC(=O)Nc3ccccc3)cccc2C(=O)N([C@@H](C)CO)C[C@@H]1C | 0.3
C[C@@H]1CN([C@@H](C)CO)S(=O)(=O)c2ccc(C#CC3CCCC3)cc2O[C@@H]1CN(C)C | -5.1
C[C@H](CO)N1C[C@H](C)[C@H](CN(C)Cc2ccccc2)Oc2ccc(NS(C)(=O)=O)cc2CC1=O | -0.3
CC(C)C#Cc1ccc2c(c1)O[C@@H](CN(C)C(=O)c1cccnc1)[C@H](C)CN([C@H](C)CO)S2(=O)=O | 3.4
CCCC(=O)N1C[C@@H]2[C@H](c3ccccc31)[C@H](CO)N2C(=O)Nc1ccc(F)cc1 | 6.3
COc1ccccc1S(=O)(=O)N[C@@H]1C=C[C@@H](CC(=O)NCc2cccc(F)c2)O[C@@H]1CO | -0.3
C[C@@H]1CN([C@H](C)CO)S(=O)(=O)c2ccc(Br)cc2O[C@@H]1CN(C)Cc1cccnc1 | 1.1
C[C@H]1CN([C@@H](C)CO)C(=O)c2cc(Br)cnc2O[C@@H]1CN(C)C(=O)C1CC1 | -2.5
C/C=C/c1ccc2c(c1)O[C@H](CN(C)C(=O)c1cnccn1)[C@@H](C)CN([C@@H](C)CO)S2(=O)=O | 2.9
C[C@H](CO)N1C[C@H](C)[C@H](CN(C)C(=O)Nc2ccc(C(F)(F)F)cc2)Oc2ccc(NC(=O)Cc3cn(C)c4ccccc34)cc2C1=O | -0.7
CN(C)C(=O)C[C@H]1CC[C@H]2[C@@H](COC[C@@H](O)CN2S(=O)(=O)c2ccccc2Cl)O1 | 0.6
CCCN1[C@@H]2c3ccc(-c4ccccc4)c(=O)n3C[C@H]1[C@H](CO)[C@H]2C(=O)OC | -1.0
Cc1noc(C)c1NC(=O)Nc1cccc2c1O[C@H](CN(C)C(=O)Nc1cccc3ccccc13)[C@H](C)CN([C@@H](C)CO)C2=O | 9.1
C[C@@H]1CN([C@@H](C)CO)C(=O)Cc2cc(NC(=O)Nc3ccccc3)ccc2O[C@H]1CN(C)Cc1ccc(-c2ccccc2)cc1 | 2.0
N#Cc1cccc(-c2ccc([C@H]3[C@H](CO)N4CCCCN(C(=O)Nc5ccc(F)cc5)C[C@@H]34)cc2)c1 | 6.0
N#Cc1ccc(-c2ccc([C@H]3[C@H]4CN(S(=O)(=O)c5ccccc5)CCCCN4[C@H]3CO)cc2)cc1 | -5.5
C[C@@H]1CCCCO[C@@H](CN(C)S(=O)(=O)c2cn(C)cn2)[C@H](C)CN([C@H](C)CO)C(=O)c2cc(NC(=O)Cc3ccccc3)ccc2O1 | 0.7
COc1ccccc1CNC(=O)C[C@@H]1C[C@@H]2c3cc(NC(=O)C4CCOCC4)ccc3O[C@@H]2[C@@H](CO)O1 | -3.2
C[C@H](CO)N1C[C@H](C)[C@@H](CN(C)S(=O)(=O)c2ccc(F)cc2)Oc2ncc(-c3cccc(C(=O)N(C)C)c3)cc2C1=O | 0.3
O=C(N[C@@H]1C=C[C@@H](CC(=O)N2CCOCC2)O[C@H]1CO)c1ccccn1 | -4.0
CN(C)C(=O)C[C@H]1CC[C@H]2[C@@H](COC[C@@H](O)CN2CC2CCCC2)O1 | -1.6
CCC(=O)N1[C@H](CNC(=O)COC)[C@@H](c2ccc(-c3ccccc3)cc2)[C@@H]1CO | -0.6
COc1ccccc1C(=O)Nc1ccc2c(c1)OC[C@@H](C)N(C(C)=O)C[C@@H](C)[C@@H](OC)CN(C)C2=O | -0.3
O=C(Nc1ccccc1)N1CCCCN2[C@H](CO)[C@H](c3ccc(C4=CCCCC4)cc3)[C@@H]2C1 | -0.2
Cc1ccccc1S(=O)(=O)N1C[C@@H](O)COC[C@H]2O[C@@H](CC(=O)NCCc3ccccc3)CC[C@@H]21 | -0.2
COc1cccc(S(=O)(=O)N[C@H]2CC[C@H](CC(=O)NCc3ccc(F)cc3)O[C@H]2CO)c1 | -1.4
C/C=C/c1ccc([C@@H]2[C@@H](CN(CCC)C(C)=O)N(C(C)=O)[C@H]2CO)cc1 | 0.3&4.2
C[C@H]1CN([C@@H](C)CO)C(=O)c2ccccc2-c2ccccc2CO[C@@H]1CN(C)C(=O)[C@H]1CCCN1C | 2.8

Next compounds follow:
Molecule | Mtb BioA inh
CNC[C@H]1OCCCC[C@@H](C)Oc2ccc(NC(=O)Nc3ccc(C(F)(F)F)cc3)cc2C(=O)N([C@@H](C)CO)C[C@H]1C | 0.0
COc1ccc(-c2cnc3c(c2)C(=O)N([C@H](C)CO)C[C@H](C)[C@@H](CN(C)C)O3)cc1 | -0.5
O=C(NC1CCCC1)N1CCCCN2[C@H](C1)[C@@H](c1ccc(-c3cccnc3)cc1)[C@@H]2CO | -4.5
O=C(N[C@H]1CC[C@@H](CCn2cc(C3(O)CCCC3)nn2)O[C@@H]1CO)C1CC1 | -1.1
COc1ccc(S(=O)(=O)Nc2ccc3c(c2)CC(=O)N([C@H](C)CO)C[C@H](C)[C@H](CN(C)CC2CC2)O3)cc1 | -0.4
C/C=C/c1cnc2c(c1)C(=O)N([C@@H](C)CO)C[C@@H](C)[C@H](CN(C)S(=O)(=O)c1cn(C)cn1)O2 | -2.0
C[C@H]1CN([C@@H](C)CO)S(=O)(=O)c2ccc(C#CC3(O)CCCC3)cc2O[C@H]1CN(C)C(=O)c1cccnc1 | -2.8
CCS(=O)(=O)Nc1ccc2c(c1)C(=O)N(C)C[C@H](OC)[C@@H](C)CN(C(C)=O)[C@H](C)CO2 | -2.8
C[C@@H]1CN([C@@H](C)CO)C(=O)Cc2cc(NC(=O)Cn3cnnn3)ccc2O[C@@H]1CN(C)CC1CCCCC1 | 0.8
CC(C)NC(=O)Nc1cccc2c1O[C@H](CN(C)Cc1ccc(Oc3ccccc3)cc1)[C@@H](C)CN([C@H](C)CO)C2=O | -1.4

Among those listed so far, 2 have a Cl atom:
Molecule | Mtb BioA inh
C[C@H]1CN([C@@H](C)CO)C(=O)Cc2cc(NC(=O)CCN3CCOCC3)ccc2O[C@@H]1CN(C)Cc1ccc(Cl)c(Cl)c1 | 2.0
CN(C)C(=O)C[C@H]1CC[C@H]2[C@@H](COC[C@@H](O)CN2S(=O)(=O)c2ccccc2Cl)O1 | 0.6

These rows are one share of the data, so the mix of outcomes need not match the whole.
